Assay outcomes from PubChem BioAssay.
Arr AP2 block: blocks beta-arrestin peptide binding to AP2 adaptin | FITC-arrestin peptide / GST-AP2 beads, flow cytometry; AP2 beta2 appendage carries R879A mutation | inhibition, % at 10 µM | 340,000 compounds, 0.31% hits | AID 504490;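 active means inhibition above a set limit, near 3 SD of compounds lacking own fluorescence, cut at about 54% in these data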;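 further: plate controls were DMSO wells for no effect and 5 µM unlabelled arrestin peptide for full effect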
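System: GST-AP2 R879A bound to glutathione beads, E. coli-expressed. Also added: 50 nM FITC-arrestin peptide. Schedule: compound with beads 12 min RT, then probe 1 h RT. Signal: bead flow cytometry, FITC channel. Read-out basis: percent response.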
OPRM1-OPRD1 ag: OPRM1-OPRD1 heterodimerization agonism; P35372+P41143; cells, luminescence; activation, % at 9.3 µM; 340,000 compounds, 0.3% hits; AID 504326; in the data active means activation above about 18%;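 further: 0% = vehicle-treated cells and 100% = reference agonist; values of inactives mirror those of a sister screen read the other way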
MOR-DOR inv ag: inverse agonist of human OPRM1-OPRD1 heterodimerization; P35372+P41143; cell-based MOR-DOR heterodimer luminescence, inverse agonism; inhibition, % at 9.3 µM; 340,000 compounds, 0.21% hits; AID 504357; in the data active means inhibition above about 22%, passing the limit was not always enough;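 further: 0% = cells with DMSO and 100% = wells without cells with DMSO; values of inactives mirror those of a sister screen read the other way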
Cardiac RTF inh: cardiac RTF calcium desensitization | P19429+P45379 | IANBD-labeled cardiac RTF, Ca2+ fluorescence | inhibition, % at 7.15 µM | 340,000 compounds, 0.12% hits | AID 493244;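 active means inhibition above the mean inhibition of all tested compounds plus 3 SD, cut at about 17% in these data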;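 further: assay run at fixed EC70 calcium of 1.6 mM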
Wnt bcat act: Wnt/beta-catenin pathway activation; Wnt/beta-catenin reporter cell assay, activator, plate reader; 300,000 compounds, 1.2% hits; AID 743398; activation, % at 9.35 µM; in the data active means activation above about 30%, passing the limit was not always enough;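 further: 0% = neutral control wells and 100% = positive control wells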
DSG3 Ab inh: inhibitors of pemphigus antibody binding to human desmoglein-3 | DSG3-coupled beads, scFv-anti-DSG3-GFP binding, flow cytometry; stronger effect = lower value | 310,000 compounds, 0.48% hits | binding (percent of control), % at 10 µM | P32926;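 active means binding more than 3 SD below its plate's average and above zero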; further: some compounds called inactive have numbers as strong as hits
cardiac RTF act: increases calcium sensitivity of human cardiac regulated thin filaments; 340,000 compounds, 0.24% hits; IANBD-labeled TnC RTF fluorescence at EC20 calcium; 0% EC20 calcium, 100% full calcium; activation, % at 7.2 µM;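 active means activation above the mean over all tested compounds plus 3 SD, cut at about 30% in these data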;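 further: rise in fluorescence read as greater calcium sensitivity of cardiac thin filaments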
V-ATPase pHluor: yeast V-ATPase proton transport regulation by pHLuorin; response, % at 10 µM; S. cerevisiae, pHLuorin cytosolic pH fluorescence; 350,000 compounds, 0.37% hits; in the data active means response mostly above about 7.3%, no sharp cut-off; inactive means mostly below about 5.4%; further: actives read high; inactives centre near 0; some compounds called inactive have numbers as strong as hits; reference of the scale not given here
Keap1-Nrf2 PPI: inhibitors of human Keap1-Nrf2 protein-protein interaction | inhibition, % at 9.4 µM | Keap1 Kelch-Nrf2 peptide fluorescence polarization, 1536-well | Q14145 | 340,000 compounds, 0.15% hits; in the data active means inhibition above about 12%;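 further: human Keap1 Kelch domain with fluorescein labeled Nrf2 9mer peptide probe; 0% = neutral control wells and 100% = peptide positive control; higher means more block of Keap1 binding to Nrf2 peptide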
Target sequence (Q14145 whole entry, looked up, the tested form may be a part): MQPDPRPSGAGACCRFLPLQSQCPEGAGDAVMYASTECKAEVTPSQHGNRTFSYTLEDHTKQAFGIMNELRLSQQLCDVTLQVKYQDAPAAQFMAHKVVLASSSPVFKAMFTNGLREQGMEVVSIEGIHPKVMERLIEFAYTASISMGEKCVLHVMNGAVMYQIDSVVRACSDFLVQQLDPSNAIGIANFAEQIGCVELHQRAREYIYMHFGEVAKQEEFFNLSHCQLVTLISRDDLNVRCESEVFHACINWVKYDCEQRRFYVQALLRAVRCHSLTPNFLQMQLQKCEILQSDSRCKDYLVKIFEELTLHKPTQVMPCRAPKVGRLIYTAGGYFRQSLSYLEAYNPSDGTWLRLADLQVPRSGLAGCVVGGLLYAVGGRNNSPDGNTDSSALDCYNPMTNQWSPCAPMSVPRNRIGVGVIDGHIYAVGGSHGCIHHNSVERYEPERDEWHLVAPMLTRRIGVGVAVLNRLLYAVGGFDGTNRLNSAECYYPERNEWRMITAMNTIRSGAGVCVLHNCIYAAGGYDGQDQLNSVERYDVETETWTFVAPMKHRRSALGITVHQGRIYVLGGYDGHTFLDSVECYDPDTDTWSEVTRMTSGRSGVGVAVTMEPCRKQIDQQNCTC
C-LANA FP: KSHV C-LANA DNA binding inhibition; 340,000 compounds, 0.078% hits; inhibition, % at 9 µM; MBP-C-LANA/FAM-LBS DNA binding, fluorescence polarization;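 active means highest replicate inhibition at or above 60% at 9 µM, even if other replicates fall short; inactive means all replicates below 60% inhibition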;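 further: 0% = neutral control wells and 100% = 4 µM acridine orange control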
* marks the source's active call; other numbers are inactive results; nt = not tested or not shown.

1: COc1cccc(OCc2nnc(SCc3cc(=O)[nH]c4ccccc34)o2)c1
2: CC(C)(C)n1nnnc1C(c1ccccc1F)N(Cc1ccco1)CC1CCCO1 (centres undefined)
3: Cc1cc(C(=O)NC2CCCN(Cc3ccc(Cl)cc3)C2)n(C)n1 (centres undefined)
4: O=C(N/N=C/c1cccn1-c1ccc(O)cc1)c1cccc2ccccc12
5: CNC(=O)c1nn(-c2ccc(Cl)cc2)ccc1=O
6: CC1CCCCN1C(=O)CSc1nnc(Cc2ccccc2)n1C (centres undefined)
7: O=C(O)c1ccc(NCc2ccncc2)cc1
8: Cc1nnc(SCC(=O)NC(=O)NC(C)(C)C)s1
entry no.,1,2,3,4,5,6,7,8
Arr AP2 block,10,34,6,3,5,4,6,34
OPRM1-OPRD1 ag,-2.1,3.8,-3.5,3.8,-0.9,-1.9,-0.1,-3.8
MOR-DOR inv ag,12,-21,14,-19,4,11,1,19
Cardiac RTF inh,5,-1,1,-2,4,-1,-4,-7
Wnt bcat act,0,-1,-2,0,0,nt,2,3
DSG3 Ab inh,99,82,113,107,102,86,101,84
cardiac RTF act,1,0,1,1,-1,7,-1,3
V-ATPase pHluor,0,3,-2,-3,0,-2,13,2
Keap1-Nrf2 PPI,-6,1,1,2,-1,0,2,1
C-LANA FP,-0.2,-0.4,-1.0,0.1,0.6,-0.1,0.7,0.9

9: COc1ccc(C(=O)NCCc2c[nH]c3ccccc23)cc1S(=O)(=O)N1CCOCC1
10: COC(=O)[C@@H](NC(=O)Nc1ccccc1F)C(C)C
11: C[C@H](NC(=O)N1CCn2c1nc1ccccc12)C(=O)NC1CC1
12: C=CCn1c(SCC(=O)Nc2nnc(C)s2)nnc1C1CC1
13: NS(=O)(=O)c1cccc(NC(=O)C2CC(=O)N(Cc3ccco3)C2)c1 (centres undefined)
14: O=C1CC(SC2=NCCS2)C(=O)N1c1ccc(Br)cc1 (centres undefined)
15: Cc1oc(-c2cccs2)nc1CN1CC[C@@](O)(c2ccccc2)[C@H]2CCCC[C@@H]21
16: CC(C)[C@H](NC(=O)N1CC(=O)Nc2ccccc21)C(=O)N1CCC[C@H]1C(=O)O
entry no.,9,10,11,12,13,14,15,16
Arr AP2 block,-1,0,-8,16,2,1,-13,2
OPRM1-OPRD1 ag,-0.6,-1.4,nt,-1.2,-1.7,1.8,0.9,-1.1
MOR-DOR inv ag,2,8,nt,6,9,-8,-7,6
Cardiac RTF inh,1,-3,-3,4,-5,-5,-6,-2
Wnt bcat act,nt,0,0,-1,1,-1,-2,-1
DSG3 Ab inh,nt,94,99,98,100,96,93,97
cardiac RTF act,3,-4,0,0,1,15,-3,1
V-ATPase pHluor,-3,-1,-2,2,1,-2,-1,2
Keap1-Nrf2 PPI,-5,3,3,0,-1,1,-1,-1
C-LANA FP,0.2,2.2,0.3,-0.4,-2.1,0.3,-1.2,-0.3

17: COc1ccc(C2N(c3cc(C)on3)C(=O)C3CCCN32)cc1OC (centres undefined)
18: Cc1ccc(S(=O)(=O)CCC(=O)OCC(=O)N2c3ccccc3CC2C)cc1 (centres undefined)
19: CCN1CSC(=S)N(Cc2ccc(OC)cc2)C1
20: CCC1(CC)NC(=O)N(CC(=O)OCC(=O)Nc2ncc(Cl)cc2Cl)C1=O
21: CCCCN(C(=O)c1cc(-c2ccco2)nc2ccccc12)c1c(N)n(CCCC)c(=O)[nH]c1=O
22: CCOc1ccc(-c2nnn(CC(=O)c3ccc4c(c3)OCCO4)n2)cc1OCC
23: Cc1ccccc1-n1nnnc1SCC(=O)c1c(N)n(C2CC2)c(=O)[nH]c1=O
24: CCOC(=O)c1ccc(N2C(=O)c3n[nH]c(-c4ccco4)c3C2c2cccc([N+](=O)[O-])c2)cc1 (centres undefined)
entry no.,17,18,19,20,21,22,23,24
Arr AP2 block,24,24,35,5,24,2,-20,1
OPRM1-OPRD1 ag,-2.7,0.6,-3.9,-0.5,-1.4,-0.7,-2.4,4.7
MOR-DOR inv ag,17,-4,20,3,8,4,13,-25
Cardiac RTF inh,2,-12,3,-12,1,-4,-5,0
Wnt bcat act,nt,-5,0,-1,-2,3,15,-4
DSG3 Ab inh,100,99,96,106,91,102,106,95
cardiac RTF act,-4,-5,-1,3,-13,5,-1,-6
V-ATPase pHluor,3,-4,-2,0,-4,2,1,-1
Keap1-Nrf2 PPI,0,-6,-1,-1,0,-3,nt,-5
C-LANA FP,0.8,-1.8,0.3,3.9,6.3,-0.5,nt,1.0

25: N#C/C(=N\Nc1ccc([N+](=O)[O-])cc1)C(=N)N1CCOCC1
26: CCNc1nc(NC(C)C)nc(Oc2ccc(OCc3ccccc3)nn2)n1
27: CC(NC(=S)Nc1c(Br)cccc1OC(F)F)C(C)(C)C (centres undefined)
28: Nc1cc(=O)[nH]c(SCc2ccc(Cl)cc2Cl)n1
29: O=C(CSc1nc2ccccc2c(=O)n1-c1ccccc1Cl)NCC1CCCO1 (centres undefined)
30: COC(=O)/C=c1\[nH]c2nnc(C)n2c1=O
31: O=C(NCc1ccncc1)C(F)(F)C(F)(F)C(=O)NCc1ccncc1
32: COc1ccc(NC(=O)CSc2ccccn2)cc1OC
entry no.,25,26,27,28,29,30,31,32
Arr AP2 block,0,14,0,-6,-12,-5,7,5
OPRM1-OPRD1 ag,-2.9,0.6,0.4,-1.1,-2.5,1.8,1.2,-1.2
MOR-DOR inv ag,15,-3,-2,5,10,-9,-7,6
Cardiac RTF inh,-1,-4,-30,-4,-2,-3,9,-9
Wnt bcat act,26,2,nt,-5,2,5,-1,nt
DSG3 Ab inh,106,101,107,113,106,108,131,99
cardiac RTF act,1,0,3,0,6,9,7,6
V-ATPase pHluor,-5,0,-3,7,0,10,4,-3
Keap1-Nrf2 PPI,1,-2,-1,-5,-8,-6,1,-2
C-LANA FP,-0.6,-0.2,-2.2,-2.4,1.1,-0.8,1.3,-0.9

33: O=S(=O)(c1cnccc1N1CCN(/N=C/c2ccc(Br)cc2)CC1)N1CCCCC1
34: O=C(Cc1ccccc1Cl)N1CCN(c2ncccn2)CC1
35: COc1ccccc1Nc1c([N+](=O)[O-])cncc1[N+](=O)[O-]
36: COc1ccc(C(=O)NCCNc2nc3ccc(C)cc3cc2C#N)cc1OC
37: O=C(COC(=O)CNC(=O)c1ccc([N+](=O)[O-])o1)Nc1ncc(Cl)cc1Cl
38: CCOc1ccc(-n2c(=S)sc3c(=O)n(-c4ccccc4)c(SCC(=O)O)nc32)cc1
39: CC1CCCCC1NC(=S)NC(=O)c1cccs1 (centres undefined)
40: COc1ccc(Cn2c(N)c(C#N)c3nc4ccccc4nc32)cc1
entry no.,33,34,35,36,37,38,39,40
Arr AP2 block,36,33,-1,1,-7,-13,53,-6
OPRM1-OPRD1 ag,-1.7,-1.2,6.8,-1.1,2.6,-2.1,14,0.7
MOR-DOR inv ag,7,6,-39,5,-11,12,-73,-4
Cardiac RTF inh,-1,-8,-13,2,-6,-4,-2,-4
Wnt bcat act,nt,-1,-1,0,1,-6,3,nt
DSG3 Ab inh,nt,97,102,116,94,88,91,100
cardiac RTF act,-2,-2,-1,-3,3,0,-1,2
V-ATPase pHluor,4,0,0,0,-2,0,1,-1
Keap1-Nrf2 PPI,1,1,-1,0,0,-2,5,-4
C-LANA FP,-0.1,-0.5,-0.7,-1.8,2.0,-1.6,-1.3,-1.1

A section of the results above, as a working copy:
39: CC1CCCCC1NC(=S)NC(=O)c1cccs1 (centres undefined)
40: COc1ccc(Cn2c(N)c(C#N)c3nc4ccccc4nc32)cc1
entry no.,39,40
Arr AP2 block,53,-6
OPRM1-OPRD1 ag,14,0.7
MOR-DOR inv ag,-73,-4
Cardiac RTF inh,-2,-4
Wnt bcat act,3,nt
DSG3 Ab inh,91,100
cardiac RTF act,-1,2
V-ATPase pHluor,1,-1
Keap1-Nrf2 PPI,5,-4
C-LANA FP,-1.3,-1.1

Next section
41: COc1nc(C)nc2c1sc1nc3c(cc12)COC(C)(C)C3
42: CC(Oc1ccccc1)C(=O)N=Nc1c(O)[nH]c2ccc([N+](=O)[O-])cc12 (centres undefined)
43: CCCCN(C(=O)c1ccc2c(c1)OCO2)c1ccccc1
44: CCCCCOc1ccc(C2C(C(C)=O)=C(C)Nc3ncnn32)cc1OC (centres undefined)
45: O=C(COC(=O)c1cccc(O)c1)Nc1ccc(S(=O)(=O)N2CCOCC2)cc1
46: COc1ccc(-c2c(C)[nH]n3c(=O)c(Cc4ccccc4)c(C)nc23)cc1OC
47: COc1ccccc1/C=C/C(=O)NCC(=O)n1nc(C)cc1C
48: COc1ccc(N(CC(=O)N2CCN(Cc3ccccc3)CC2)S(C)(=O)=O)cc1Cl
49: O=c1c(Cc2c(F)cccc2Cl)c(O)ccn1CCCN1CCOCC1
50: C=C(C)COc1ccc(-c2[nH]ncc2Oc2ccc(OC)cc2)c(O)c1
entry no.,41,42,43,44,45,46,47,48,49,50
Arr AP2 block,1,6,4,-12,15,4,51,12,-4,2
OPRM1-OPRD1 ag,-2.2,-6.3,-2.4,-1.9,-3.7,-1.1,-0.4,-3.4,-0.9,12
MOR-DOR inv ag,9,45*,11,11,14,5,2,16,5,-63
Cardiac RTF inh,-7,-8,-10,2,-1,-4,-6,0,-5,5
Wnt bcat act,nt,-3,-7,nt,-5,-2,4,-1,-2,13
DSG3 Ab inh,nt,84,107,107,99,100,110,99,96,103
cardiac RTF act,-3,-3,12,0,-1,1,-2,-6,3,-3
V-ATPase pHluor,-2,1,-2,-3,3,-3,-2,-1,6,1
Keap1-Nrf2 PPI,0,1,1,-4,2,-1,6,-8,-5,0
C-LANA FP,1.6,0.5,1.2,-0.1,1.3,-0.5,1.2,0.4,1.9,-1.7

MOR-DOR inv ag: entries above that show a hit
# | Structure | Arr AP2 block | OPRM1-OPRD1 ag | MOR-DOR inv ag | Wnt bcat act | DSG3 Ab inh | cardiac RTF act | V-ATPase pHluor | Keap1-Nrf2 PPI | C-LANA FP
42 | CC(Oc1ccccc1)C(=O)N=Nc1c(O)[nH]c2ccc([N+](=O)[O-])cc12 (centres undefined) | 6 | -6.3 | 45* | -3 | 84 | -3 | 1 | 1 | 0.5
